Source: PubChem (several laboratories)
DAT uptake mod: changed hDAT dopamine uptake under cocaine IC80, either direction, primary screen, cocaine antagonist project, cell-based, LLC-PK1 hDAT, [14C]-dopamine uptake, MLSMR. Sodium-dependent dopamine transporter (Homo sapiens), Q01959. LLC-PK1 hDAT cells, [14C]-dopamine uptake with cocaine IC80; actives deviate in either direction. B-score at 10 µM. 110,000 tested, 1.3% active;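 active = Z score or B-score, a plate-position-corrected score, falls beyond the plate's 99.7% confidence bounds, in either direction; inactive = both scores lie inside the 99.7% bounds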;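 note: scored against the spread of the other compound wells on the same plate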
Target sequence (Q01959 whole entry, looked up): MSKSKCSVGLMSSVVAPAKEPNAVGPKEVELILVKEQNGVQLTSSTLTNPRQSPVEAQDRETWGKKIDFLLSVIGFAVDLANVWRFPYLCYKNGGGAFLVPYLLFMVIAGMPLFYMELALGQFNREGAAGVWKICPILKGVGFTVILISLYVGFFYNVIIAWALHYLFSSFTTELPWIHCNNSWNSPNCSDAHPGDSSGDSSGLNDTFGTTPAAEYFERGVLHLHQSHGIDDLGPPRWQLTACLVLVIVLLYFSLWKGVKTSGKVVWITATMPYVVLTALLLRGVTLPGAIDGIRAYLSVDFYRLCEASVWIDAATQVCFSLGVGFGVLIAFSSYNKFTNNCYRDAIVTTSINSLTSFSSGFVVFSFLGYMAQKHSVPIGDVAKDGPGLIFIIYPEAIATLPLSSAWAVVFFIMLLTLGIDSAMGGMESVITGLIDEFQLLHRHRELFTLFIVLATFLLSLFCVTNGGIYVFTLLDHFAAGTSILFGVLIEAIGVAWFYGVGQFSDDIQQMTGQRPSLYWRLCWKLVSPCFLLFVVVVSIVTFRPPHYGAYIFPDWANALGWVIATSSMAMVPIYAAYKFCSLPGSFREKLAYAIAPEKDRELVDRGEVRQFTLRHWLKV
S1P2 ag: S1P2 receptor agonists, primary screen, cell-based; 97,000 tested, 0.46% active; activation, % at 4.5 µM; Sphingosine 1-phosphate receptor 2 (Homo sapiens), O95136; S1P2-expressing cell line, agonist reporter read-out; in the data active = activation above about 16%;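 note: 0% = vehicle low control and 100% = maximal reference agonist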
sEH act: soluble epoxide hydrolase activators, primary screen, biochemical, human sEH; purified human sEH enzymatic activity, activator screen; activation, % at 2 µM; 91,000 tested, 0.04% active; AID 717, 2007; in the data active = activation above about 37%; note: values of inactives mirror those of a sister screen read the other way
CYP2C19 act: human CYP2C19 activators, primary screen, biochemical, luminescence | 96,000 tested, under 10 active | recombinant CYP2C19, luciferin-H EGE luminescence; active compounds read high; 0 = fully inhibited enzyme, 1 = untreated enzyme | activation factor at 5 µM;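 active = activation factor of at least 2 at 5 µM in the primary screen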;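 note: 0 = wells with 2.5 mM tranylcypromine and 1 = vehicle-only wells; values of inactives mirror those of a sister screen read the other way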
Target sequence (P33261 whole entry, looked up): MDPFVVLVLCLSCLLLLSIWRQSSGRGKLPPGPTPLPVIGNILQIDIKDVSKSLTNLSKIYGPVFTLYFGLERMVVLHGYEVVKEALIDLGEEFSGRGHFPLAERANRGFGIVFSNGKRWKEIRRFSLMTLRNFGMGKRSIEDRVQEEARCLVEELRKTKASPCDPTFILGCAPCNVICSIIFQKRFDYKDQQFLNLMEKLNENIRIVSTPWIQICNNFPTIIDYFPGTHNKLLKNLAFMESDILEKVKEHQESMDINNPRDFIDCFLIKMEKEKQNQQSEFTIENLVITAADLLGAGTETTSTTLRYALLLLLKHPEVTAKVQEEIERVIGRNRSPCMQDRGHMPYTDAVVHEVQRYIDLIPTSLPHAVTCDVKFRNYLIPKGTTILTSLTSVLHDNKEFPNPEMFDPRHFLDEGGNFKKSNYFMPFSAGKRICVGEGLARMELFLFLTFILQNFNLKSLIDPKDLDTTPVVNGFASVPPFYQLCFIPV
PostGolgi ctrl: growth inhibition of yeast control strain, primary screen, counter-screen for post-Golgi transport modulator project. efflux-deficient yeast background strain, growth absorbance A615, 16 h. inhibition, % at 10 µM. 98,000 tested, 5% active. AID 738, 2007
sEH inh: soluble epoxide hydrolase inhibitors, primary screen, biochemical, human sEH | Bifunctional epoxide hydrolase 2 (Homo sapiens), P34913 | recombinant human sEH enzymatic activity assay | inhibition, % at 2 µM | 91,000 tested, 0.34% active | AID 707, 2007; in the data active = inhibition above about 80%; note: values of inactives mirror those of a sister screen read the other way; many of its hits are not listed in these tables
S1P2 antag: human S1P2 receptor antagonists, primary screen, cell-based; Sphingosine 1-phosphate receptor 2 (Homo sapiens), O95136; cell-based S1P2 antagonist assay, inhibition at 5 uM; inhibition, % at 5 µM; 97,000 tested, 0.21% active; in the data active = inhibition above about 45%;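 note: CRE beta-lactamase reporter cells expressing human S1P2 stimulated with S1P; 0% = agonist at EC80 alone and 100% = agonist plus reference antagonist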
CYP2C19 inhib: blockers of cytochrome P450 2C19 activity – biochemical, luminescence, ADME assay, primary screen; P33261; CYP2C19 Supersomes, luciferin-H EGE luminescence, 30 min; inhibition, % at 5 µM; 96,000 tested, 21% active; AID 778, 2007;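 active = CYP2C19 inhibition above a set limit at 5 µM in the primary screen, cut at about 50% in these data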;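 note: plate controls were negative control wells for no effect and 2.5 mM tranylcypromine positive control for full effect; values of inactives mirror those of a sister screen read the other way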
PostGolgi yeast: phenotypic screen on post-Golgi transport, primary screen; post-Golgi transport phenotypic cell assay; 98,000 tested, 0.9% active; inhibition, % at 10 µM;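 note: yeast cells grown in 1536-well plates; yeast grown about 18 h at 30C before absorbance read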
* hit, by the source's call; · = no result given. Cut-off read from the data, not from the text of the source, unless noted: active = inhibition above about 30%; inactive = the rest.

SMILES | DAT uptake mod | S1P2 ag | sEH act | CYP2C19 act | PostGolgi ctrl | sEH inh | S1P2 antag | CYP2C19 inhib | PostGolgi yeast
C=CCn1c(SCC(=O)Nc2nccs2)nnc1-c1cc2cccc(OC)c2o1 | -1 | 3 | -1 | 0.9 | -6 | 4 | -29 | 9 | 4
O=C1OCCC1Sc1nnc(-c2ccco2)o1 (centres undefined) | 0.69 | 0 | 13 | · | -6 | -15 | 4 | · | 0
Cc1cccc(NC(=O)c2cc(NC(=O)c3ccco3)ccc2N2CCCCC2)c1 | -0.77 | -3 | 15 | 0.9 | -2 | -16 | 18 | 6 | -13
CC(C)(C)Cc1nnc(NS(C)(=O)=O)s1 | -0.69 | -4 | 2 | · | · | 1 | -18 | · | ·
N#Cc1nc(-c2cccs2)oc1NCc1ccccc1Cl | · | -1 | -14 | 0.8 | 17 | 12 | -11 | 20 | 0
COc1ccc(OC)c(NC(=O)C2CCCN(S(=O)(=O)c3c(C)noc3C)C2)c1 (centres undefined) | 0.14 | -8 | -2 | 0.8 | 21 | 5 | 11 | 20 | 7
O=C1c2ccccc2C(=O)N1CN(C(=O)COc1ccccc1)c1ccccc1 | 0.97 | -10 | -6 | 0.4 | 10 | 6 | -7 | 58* | -6
CCOC(=O)N1CCN(C(=O)C(C)(C)Oc2ccc(Cl)cc2)CC1 | 0.81 | -6 | -16 | 0.3 | 14 | 16 | 9 | 74* | -10
O=C(CSc1nccc(=O)[nH]1)N1CCCc2ccccc21 | -1.7 | -2 | 14 | 1.1 | 8 | -16 | -2 | -15 | 10
O=C(O)CCCC(=O)Nc1cccc(C(F)(F)F)c1 | -0.29 | · | · | 1.1 | 1 | · | · | -9 | 14
O=C(CSc1nc2ccc(NC(=O)CSc3nnnn3Cc3ccccc3)cc2s1)Nc1ccccc1 | 0.96 | -5 | -44 | · | · | 47 | 8 | · | ·
O=C(/C=C/c1ccc(Cl)cc1)c1cccnc1 | -0.56 | -3 | -4 | 0.1 | 16 | 6 | -7 | 94* | 39*
Cc1cc(C)n(-c2nc3ccccc3c3nc(C)nn23)n1 | 0.15 | · | · | 1.1 | -1 | · | · | -6 | -4
Nn1c(=O)c2ccccc2n2c(SCc3ccccc3)nnc12 | -0.85 | -10 | 14 | 1.1 | 5 | -14 | 20 | -11 | 7
Cc1ccc(N2C(=O)c3cccc4c(N5CCN(C)CC5)ccc(c34)C2=O)c2cccnc12 | 0.035 | -6 | -3 | 0.7 | 7 | 2 | 19 | 30 | -7
O=C(CSc1nnnn1-c1ccc2c(c1)OCCO2)c1cccc2c1OCCO2 | -0.24 | -2 | -4 | 0.3 | 4 | 2 | 19 | 71* | -2
CCCCC1CCC(/C(N)=N/O)CC1 (centres undefined) | -0.071 | -7 | -2 | 0.9 | 25 | 3 | -4 | 15 | -17
COc1ccc(O)c(C(=O)c2cnn(C(=O)c3cc(C)oc3C)c2)c1 | 0.018 | · | · | 0.9 | 8 | · | · | 6 | 10
COc1ccccc1CNC(=O)Nc1cccs1 | 1 | · | · | 0.1 | 2 | · | · | 88* | -1
O=S(=O)(c1cnccc1N1CCN(/N=C/c2ccc(Br)cc2)CC1)N1CCCCC1 | -0.082 | -4 | -12 | 1.1 | -4 | 14 | -4 | -12 | 50*
Cn1c(NCc2ccco2)nc2ccccc21 | 0.65 | 0 | -15 | 0.8 | 11 | 18 | 6 | 17 | -2
CC(C)c1ccc(C(O)c2cnc(C(C)C)n2C)cc1 (centres undefined) | 0.55 | -4 | -2 | 0.7 | 6 | 2 | 19 | 28 | 0
O=C(Cc1cccc2ccccc12)NNC(=O)c1cccs1 | 1.7 | -3 | 4 | 0.6 | 10 | -3 | 11 | 41 | 2
COc1cccc(-c2cc(C(F)(F)F)nc(N3CCOCC3)n2)c1 | 0.67 | -3 | 3 | 0.9 | 20 | -4 | -10 | 7 | 9
Cc1ccc(C(=O)/C=C/Nc2ccccn2)cc1 | 0.68 | -6 | -12 | · | · | 12 | 16 | · | ·
COC(=O)[C@@H](NC(=O)Nc1ccc2c(c1)OCCO2)C(C)C | -0.86 | -3 | -20 | 0.9 | -2 | 23 | -2 | 14 | 1
Cc1cc(C)cc(N(C(=O)CNC(=O)c2cccs2)C(C(=O)NC2CCCC2)c2cccnc2)c1 (centres undefined) | 0.18 | -1 | 9 | 1 | -6 | -7 | -8 | 4 | -9
c1cncc(Nc2nc(-c3ccncc3)cs2)c1 | -0.81 | · | · | 0.5 | 14 | · | · | 51* | 2
Cc1cccc(OCC(=O)OCC(=O)c2c(N)n(C)c(=O)n(C)c2=O)c1 | 0.63 | -4 | 0 | 0.6 | -9 | 0 | 12 | 45 | -2
CCN1CCN(CCn2c(=S)[nH]c3ccccc3c2=O)CC1 | 0.66 | -5 | 2 | 1 | -2 | -2 | -4 | -3 | -4
CCc1ccc(C(C)NC(=O)Cn2cnc3c(=O)n(C)c(=O)n(C)c32)cc1 (centres undefined) | 0.0052 | -7 | 10 | · | · | -11 | 1 | · | ·
O=[n+]1c2c(n([O-])c3cc(F)c(N4CCCC4)cc31)CCCC2 | -1.7 | -2 | -12 | 0.9 | 17 | 12 | 2 | 7 | 3
O=C1Nc2ccc(S(=O)(=O)N3CCCCCC3)c3cccc1c23 | 0.74 | -1 | 16 | 0.2 | 23 | -17 | -13 | 79* | -4
O=c1c2ccc(Cl)cc2[nH]c(=S)n1Cc1cccnc1 | · | -6 | -9 | 0.4 | 4 | 7 | -23 | 56* | 5
Cc1ccc2c(c1)c1c3n2CCN(C(=O)C2CC2)C3CCC1 (centres undefined) | 0.38 | -4 | -12 | 0.6 | 26 | 11 | 21 | 42 | 9
CCC(=O)Nc1ccc(C(=O)n2nc(C)cc2C)cc1 | -0.13 | 0 | 6 | 0.9 | 2 | -3 | -13 | 12 | 1
CCC1CCCCN1C(=O)COC(=O)c1ccc(S(=O)(=O)N2CCOCC2)cc1 (centres undefined) | -0.98 | · | · | 1 | 5 | · | · | -1 | 5
COc1ccc(NC(=O)N2CCC(c3nc(-c4cccs4)no3)CC2)cc1 | · | -2 | -90 | 0.3 | -4 | 90* | -27 | 69* | 15
Cc1ccc2cc(CN(Cc3ccco3)C(=O)c3cccs3)c(=O)[nH]c2c1 | 0.26 | -5 | 6 | 0.6 | 18 | -2 | -13 | 36 | 5
CCCCN(CC)CCCNC(=O)CC1Nc2ccccc2NC1=O (centres undefined) | 0.51 | -3 | -1 | 1 | 7 | 1 | 26 | -4 | 5
COc1ccccc1OCc1nc2c3c(-c4ccccc4)c(-c4ccccc4)oc3ncn2n1 | · | -7 | 18 | · | · | -20 | -27 | · | ·
CCC(Oc1ccccc1)C(=O)Nc1ccccc1OC (centres undefined) | 0.082 | -1 | 3 | 0.6 | 31* | -4 | 16 | 38 | -1
O=C(COC(=O)C1CC(=O)N(C2CCCCC2)C1)c1ccc(F)cc1 (centres undefined) | -0.34 | · | · | 0.9 | 2 | · | · | 8 | -1
COc1ccc(N2C(=O)C3CCCN3C2c2cc(OC)c(OC)c(OC)c2)cc1 (centres undefined) | 1.3 | -2 | 18 | 0.7 | 8 | -20 | 17 | 29 | 7
Cc1cccc(C)c1Nc1nc2ccccc2o1 | 0.074 | · | · | 0.6 | 5 | · | · | 39 | -4
CC(=O)c1c(C)[nH]c(C(=O)Nc2cc(C)ccc2C)c1C | 1.2 | -6 | -15 | 0.7 | 0 | 13 | 0 | 31 | -1
CCOC(=O)CSc1nc2sc3c(c2c(=O)[nH]1)CC(C)(C)OC3 | -0.15 | -6 | 10 | 0.3 | 15 | -9 | 22 | 68* | -1
O=C(c1cccnc1)N1C2CCC1CC(O)(c1ccc(F)cc1)C2 (centres undefined) | 0.62 | 2 | 16 | 0.5 | 13 | -15 | -3 | 52* | 22
O=C(Cc1csc(Nc2nc(=S)[nH]c3ccccc23)n1)NCc1ccccc1Cl | -0.35 | -10 | -11 | 0.7 | 8 | 8 | -1 | 35 | 13
CC(=O)Nc1ccc(NC(=O)C2CC(=O)N=C(N)S2)cc1 (centres undefined) | · | 0 | 4 | 1 | 7 | -5 | -6 | -2 | -2
CCOC(=O)c1cccc(NC(=O)CN(c2ccc(OC)cc2)S(=O)(=O)c2c(C)noc2C)c1 | 0.06 | -9 | · | 0.2 | 18 | · | -11 | 77* | -8
CCOC(=O)c1cc(C#N)c(SCC(=O)c2cc(C#N)c(SC)nc2C)[nH]c1=O | -0.14 | · | · | 0.6 | 4 | · | · | 35 | 2
CCCCOc1ccc(CNC(=O)NS(=O)(=O)c2ccc(OCC)cc2)cc1 | -9.1* | -6 | 6 | 0.9 | -7 | -8 | -34 | 10 | -2
O=S(=O)(N[C@@H]1C[C@H]2CC[C@@H]1C2)c1cccs1 | 0.11 | -6 | · | 0.5 | 3 | · | 17 | 49 | 1
c1ccc2c(c1)oc1c(Nc3ccc4c(c3)OCO4)ncnc12 | -0.82 | -4 | 3 | 0.5 | -1 | -5 | -12 | 54* | -4
CC1CCCC(C)N1C(=O)CSc1nnc(-c2cccs2)o1 (centres undefined) | 0.52 | -6 | 2 | 0.2 | 9 | -2 | -1 | 84* | -1
O=C(Nc1cccc2ncccc12)c1ccc(-c2ccc(Cl)cc2Cl)o1 | -0.7 | -6 | -18 | 1.1 | 37* | 19 | 20 | -14 | -2
O=C(Oc1ccc(Br)cc1)C1CC(=O)N(c2ccc(F)cc2)C1 (centres undefined) | 0.83 | -1 | -3 | 1 | -6 | -1 | -13 | 1 | -3
CC(C)NC(=O)CC1OC(=O)c2ccccc21 (centres undefined) | -1.3 | -4 | 4 | 1.2 | 3 | -7 | -1 | -17 | 1
COC(=O)Cn1c(CCS(=O)(=O)c2ccc(Cl)cc2)nc2ccccc21 | 0.038 | -3 | 0 | 0.8 | 1 | 0 | 6 | 25 | 5
Other compounds follow.
SMILES | DAT uptake mod | S1P2 ag | sEH act | CYP2C19 act | PostGolgi ctrl | sEH inh | S1P2 antag | CYP2C19 inhib | PostGolgi yeast
O=S(Cc1ccc(Br)cc1)Cc1nnc(SCc2c(Cl)cccc2Cl)n1-c1ccccc1 (centres undefined) | · | -4 | 11 | 0.1 | 24 | -14 | -11 | 88* | 0
CC1=C(C(=O)Nc2cccnc2)C(c2ccc3c(c2)OCO3)C2=C(CCCC2=O)N1 (centres undefined) | 0.69 | -5 | 4 | 0.8 | 5 | -9 | -10 | 20 | 9
COc1ccc2[nH]c(=O)c(CN(C(C)=O)C3CCCCC3)cc2c1 | -0.75 | -4 | · | 0.8 | 6 | · | -2 | 18 | -10
CCn1nnnc1NCc1cccn1C | 0.41 | · | · | 0.7 | 3 | · | · | 26 | 6
COc1ccc2[nH]c(=O)c(CN(CCN3CCCC3)C(=O)Nc3ccccc3Cl)cc2c1 | 1 | · | · | 0.9 | 5 | · | · | 8 | 8
N#Cc1cc2c(nc1SCc1cccc(Cl)c1)CCCCC2 | 0.0097 | -1 | · | 0.9 | -2 | · | -17 | 15 | -2
Cn1c(SCC(=O)N2CCCC2)nc2ccccc2c1=O | -0.065 | -5 | -6 | 0.8 | 8 | 3 | 16 | 15 | 3

Pulled one by one from above (two):
SMILES | DAT uptake mod | S1P2 ag | sEH act | CYP2C19 act | PostGolgi ctrl | sEH inh | S1P2 antag | CYP2C19 inhib | PostGolgi yeast
CCn1nnnc1NCc1cccn1C | 0.41 | · | · | 0.7 | 3 | · | · | 26 | 6
N#Cc1cc2c(nc1SCc1cccc(Cl)c1)CCCCC2 | 0.0097 | -1 | · | 0.9 | -2 | · | -17 | 15 | -2

Quoted from the listing:
O=C(Nc1cccc2ncccc12)c1ccc(-c2ccc(Cl)cc2Cl)o1 in PostGolgi ctrl is entered as 37*
Cc1ccc2cc(CN(Cc3ccco3)C(=O)c3cccs3)c(=O)[nH]c2c1 in PostGolgi yeast is entered as 5
CCCCOc1ccc(CNC(=O)NS(=O)(=O)c2ccc(OCC)cc2)cc1 in S1P2 antag is entered as -34
